High-throughput results (PubChem)
HTRA1 inh: HTRA1 serine protease inhibitors, primary screen, biochemical, fluorescence polarization, HTS; Q92743; recombinant HTRA1, FP-rhodamine activity-based probe; inhibition, % at 5.96 µM; 340,000 compounds, 0.5% hits; AID 504803, 2011; in the data active = inhibition above about 36%;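 also: 0% = enzyme with DMSO and 100% = wells lacking enzyme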
rCAG RNA binder: binders of r(CAG) RNA repeats, primary screen, biochemical, fluorescence. AID 651821, 2012. 370,000 compounds, 1.3% hits. r(CAG) RNA repeat, TO-PRO-1 dye displacement fluorescence. inhibition, % at 3 µM;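 active = inhibition above the plate cutoff, the mean of all test compounds on that plate plus 3 SD, cut at about 35% in these data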;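 also: 0% = DMSO alone and 100% = 100 µM mitoxantrone as full dye displacement; higher means more dye released from RNA so lower well fluorescence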
PRMT1 FP inh: PRMT1 methyltransferase inhibitors, primary screen, biochemical, fluorescence polarization; Protein arginine N-methyltransferase 1 (Homo sapiens), Q99873; recombinant PRMT1, activity-based probe fluorescence polarization; inhibition, % at 2.79 µM; 370,000 compounds, 1.3% hits; AID 652257, 2013;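 active = inhibition above about 21% made by adding two undisclosed values, limit read from the data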
Target sequence (Q99873 whole entry, looked up): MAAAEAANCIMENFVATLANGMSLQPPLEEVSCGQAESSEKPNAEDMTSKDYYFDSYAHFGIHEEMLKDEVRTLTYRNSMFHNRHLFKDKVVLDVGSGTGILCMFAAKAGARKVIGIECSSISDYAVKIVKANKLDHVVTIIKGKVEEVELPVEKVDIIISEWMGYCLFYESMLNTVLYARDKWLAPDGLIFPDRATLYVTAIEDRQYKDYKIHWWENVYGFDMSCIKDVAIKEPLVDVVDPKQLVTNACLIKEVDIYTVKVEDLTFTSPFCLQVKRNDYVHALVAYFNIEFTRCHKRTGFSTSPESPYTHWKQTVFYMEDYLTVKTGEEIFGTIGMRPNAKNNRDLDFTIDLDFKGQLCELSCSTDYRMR
Rev-erbA mod: modulators of Rev-erb alpha DNA binding, primary screen, biochemical, FITC-DNA, fluorescence polarization, uHTS; Nuclear receptor subfamily 1 group D member 1 (Homo sapiens), P20393; 370,000 compounds, 0.79% hits; Rev-erbα–FITC-DNA binding, 90 min; activity, % at 10 µM;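 active = activity above about 14%, limit read from the data; passing the limit was not always enough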;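 also: 0% = DMSO wells with 35 nM protein and 100% = DMSO wells with 750 nM protein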
MBD2 DNA inh: inhibitors of MBD2 binding to methylated DNA, primary screen, biochemical, TR-FRET, DNA-binding domain, human. MBD2 binding to methylated oligonucleotide. inhibition, % at 4.4 µM. 370,000 compounds, 0.31% hits; in the data active = inhibition above about 13%
LEDGF integ inh: blockers of LEDGF/p75-dependent integrase strand transfer – biochemical, TR-FRET, high throughput, primary screen; HIV-1 integrase (with human LEDGF/p75); TR-FRET IN-LEDGF/p75 DNA integration, Eu/Cy5; inhibition, % at 3.7 µM; 370,000 compounds, 0.64% hits;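 active = inhibition above the screen-wide mean plus 3 SD, cut at about 13% in these data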;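 also: signal is the Cy5 over europium emission ratio at 671 and 618 nm; 0% = plate median of compound wells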
ABHD4 inh: ABHD4 inhibitors, primary screen, biochemical, fluorescence polarization, mouse; purified mABHD4, FP-Rh probe fluorescence polarization; inhibition, % at 8.92 µM; 370,000 compounds, 0.54% hits; AID 720543, 2013;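 active = inhibition exceeding the mean over every tested compound plus 3 SD, cut at about 30% in these data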;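 also: 0% = plate median of compound wells and 100% = S159A mutant with DMSO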
Target sequence (Q8VD66 whole entry, looked up): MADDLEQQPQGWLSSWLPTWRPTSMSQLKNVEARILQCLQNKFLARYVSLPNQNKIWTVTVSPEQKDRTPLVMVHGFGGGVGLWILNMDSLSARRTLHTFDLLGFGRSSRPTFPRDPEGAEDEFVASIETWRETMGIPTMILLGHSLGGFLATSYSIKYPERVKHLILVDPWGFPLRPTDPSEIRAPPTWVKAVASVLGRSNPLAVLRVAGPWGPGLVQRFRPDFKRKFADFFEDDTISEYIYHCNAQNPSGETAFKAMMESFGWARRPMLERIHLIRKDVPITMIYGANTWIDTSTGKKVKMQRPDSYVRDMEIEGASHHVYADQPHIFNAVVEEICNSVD
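Doses – 8.92 µM, single dose · Material – wild-type mouse ABHD4 protein · Replication – single well per compound (singlicate) · Measure – percent inhibition of probe binding, normalized to plate controls · Schedule – 45 min compound pre-incubation plus 60 min probe step, 25 °C · Detection – fluorescence polarization with parallel and perpendicular emission, 525/598 nm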
TCR-CD3 inh: inhibitors of human TCR-CD3 interaction, primary screen, biochemical, fluorescence, TAMRA-labeled TCR probe; T-cell receptor (TCR); inhibition, % at 9.4 µM; AID 651800, 2012; 360,000 compounds, 0.37% hits; in the data active = inhibition above about 19%;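 also: recombinant mutant TCR 2C K166C tagged with TAMRA read by polarization; 0% = receptor in buffer alone and 100% = receptor with positive control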
UHRF1 MBD2 ctr: UHRF1 methylated DNA binding inhibitors, primary screen, counter-screen for MBD2 inhibitor project, biochemical, TR-FRET, human UHRF1, single concentration. UHRF1 binding to methylated oligo. inhibition, % at 4.4 µM. E3 ubiquitin-protein ligase UHRF1 (Homo sapiens), Q96T88. 370,000 compounds, 0.75% hits. AID 687016, 2013; in the data active = inhibition above about 21%;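 also: UHRF1 SRA domain binding a hemimethylated CpG hairpin DNA probe; 0% = median of test compound wells and 100% = reference inhibitor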
PG9 binder: binders of HIV-1 gp120 antibody PG9, primary screen, biochemical, TR-FRET; HIV-1 gp120 / PG9 antibody interaction; TR-FRET gp120-PG9 antibody binding; inhibition, % at 6.7 µM; 360,000 compounds, 0.43% hits; in the data active = inhibition above about 8.5%
Active calls of the source: *; / = no result given.

Preview:
Key to letters: A = HTRA1 inh; B = rCAG RNA binder; C = PRMT1 FP inh; D = Rev-erbA mod; E = MBD2 DNA inh; F = LEDGF integ inh; G = ABHD4 inh; H = TCR-CD3 inh; I = UHRF1 MBD2 ctr; J = PG9 binder
1. O=C(Nc1cccc2ccccc12)c1ccc2sc([C@@H]3O[C@H](CO)[C@H](O)[C@H](O)[C@H]3O)nc2c1
  A: /; B: 2; C: -3; D: -4; E: -1; F: 4; G: -4; H: 9; I: -4; J: -0.8

2. COC(=O)CCC(=O)NC(=S)Nc1ccccc1F
  A: 5; B: -2; C: 3; D: -8; E: 1; F: -4; G: 3; H: -6; I: -1; J: -2.1

3. Cc1nc(C)c(-c2ccn(C(=O)NC(C)C)n2)s1
  A: 7; B: -5; C: -5; D: 2; E: -3; F: -1; G: 3; H: -4; I: -2; J: -1.5

4. CN(C(=O)COC(=O)C1(C)CC1(Cl)Cl)c1c(N)n(Cc2ccccc2)c(=O)[nH]c1=O (stereo unspecified)
  A: 2; B: -4; C: 6; D: 2; E: -1; F: -5; G: 7; H: -4; I: 4; J: 0.5

5. COc1ccc2c(c1OC)C(=O)N(C(C)C(=O)O)C2=O (stereo unspecified)
  A: 0; B: 0; C: -3; D: -1; E: 1; F: 0; G: 7; H: 0; I: -2; J: -1.6

The list itself, previewed entries included:
Key to letters: A = HTRA1 inh; B = rCAG RNA binder; C = PRMT1 FP inh; D = Rev-erbA mod; E = MBD2 DNA inh; F = LEDGF integ inh; G = ABHD4 inh; H = TCR-CD3 inh; I = UHRF1 MBD2 ctr; J = PG9 binder
1. O=C(Nc1cccc2ccccc12)c1ccc2sc([C@@H]3O[C@H](CO)[C@H](O)[C@H](O)[C@H]3O)nc2c1
  A: /; B: 2; C: -3; D: -4; E: -1; F: 4; G: -4; H: 9; I: -4; J: -0.8

2. COC(=O)CCC(=O)NC(=S)Nc1ccccc1F
  A: 5; B: -2; C: 3; D: -8; E: 1; F: -4; G: 3; H: -6; I: -1; J: -2.1

3. Cc1nc(C)c(-c2ccn(C(=O)NC(C)C)n2)s1
  A: 7; B: -5; C: -5; D: 2; E: -3; F: -1; G: 3; H: -4; I: -2; J: -1.5

4. CN(C(=O)COC(=O)C1(C)CC1(Cl)Cl)c1c(N)n(Cc2ccccc2)c(=O)[nH]c1=O (stereo unspecified)
  A: 2; B: -4; C: 6; D: 2; E: -1; F: -5; G: 7; H: -4; I: 4; J: 0.5

5. COc1ccc2c(c1OC)C(=O)N(C(C)C(=O)O)C2=O (stereo unspecified)
  A: 0; B: 0; C: -3; D: -1; E: 1; F: 0; G: 7; H: 0; I: -2; J: -1.6

6. Cc1ccc(NC(=O)c2cccc(S(=O)(=O)N3CCc4ccccc4C3)c2)nc1
  A: -13; B: 1; C: -1; D: -6; E: 1; F: 1; G: 5; H: 7; I: 1; J: 1.0

7. Cc1c(-c2nc(-c3ccc(C(C)(C)C)cc3)no2)n(C)oc1=O
  A: -1; B: -3; C: 2; D: -3; E: 3; F: -5; G: -2; H: -2; I: 5; J: -0.2

8. NS(=O)(=O)c1ccc(CCNC(=O)CCc2nc3sc4c(c3c(=O)[nH]2)CCCC4)cc1
  A: -1; B: 13; C: -1; D: -1; E: 0; F: 1; G: -4; H: 9; I: 1; J: 1.3

9. COc1cc(NC(=S)Nc2cccnc2)cc(OC)c1OC
  A: 4; B: 0; C: 2; D: 0; E: 0; F: -1; G: 1; H: 3; I: -1; J: -1.1

10. O=C1NC(=O)C(Cc2ccc(O)cc2)N1 (stereo unspecified)
  A: 5; B: 2; C: 7; D: 2; E: 2; F: 1; G: 1; H: -3; I: -2; J: -0.8

11. CC(=O)NS(=O)(=O)c1ccc(NC(=O)C2c3ccccc3Oc3ccccc32)cc1
  A: -3; B: 14; C: -3; D: -5; E: -2; F: 3; G: -3; H: 5; I: 1; J: 0.8

12. CCOC1(OCC)OC(c2ccccc2)=C(C#N)C(C=Cc2ccccc2)C1(OCC)OCC (stereo unspecified)
  A: -20; B: -1; C: -2; D: -1; E: -2; F: 1; G: -10; H: 5; I: -1; J: -1.4

13. COC(=O)CSc1nnc(CNC(=O)c2ccccc2F)n1-c1ccccc1
  A: 11; B: -5; C: 5; D: 1; E: -2; F: -6; G: -1; H: 3; I: 2; J: 0.8

14. O=C(Nc1cccc(S(=O)(=O)NC2=NCCC2)c1)C1CCC1
  A: 0; B: 4; C: 1; D: 3; E: -3; F: -1; G: -3; H: 3; I: 0; J: -0.4

15. Cc1cc(C)nc(NC(=O)CCN2C(=O)c3ccccc3S2(=O)=O)n1
  A: -4; B: 2; C: 1; D: -2; E: -5; F: 3; G: 4; H: -1; I: 0; J: -0.3

16. CCc1nccn1C(=O)c1cnn2c(C(F)F)cc(-c3ccc(C)cc3)nc12
  A: -2; B: 4; C: -3; D: -2; E: -1; F: 5; G: -2; H: 7; I: 4; J: -0.5

17. COc1ccc(C(=O)Nc2cc(C)on2)c(OC)c1
  A: 10; B: -4; C: -1; D: -2; E: -6; F: -2; G: -3; H: -3; I: -4; J: 1.0

18. CCCCCCN=C(C)C1=C(O)C(C(=O)OC)C(C)(C)CC1=O (stereo unspecified)
  A: -1; B: 0; C: -3; D: -5; E: -5; F: 3; G: 6; H: 3; I: 1; J: -0.8

19. CC(C)[C@H](NC(=O)c1cccc(S(=O)(=O)N2CCOCC2)c1)C(=O)NCc1ccc(F)cc1
  A: -3; B: -1; C: 1; D: -5; E: 3; F: 7; G: -1; H: 13; I: -2; J: -2.0

20. Cc1ccc(SCc2c(C(=O)N/N=C/c3ccccc3)nnn2-c2nonc2N)cc1
  A: -19; B: 6; C: -1; D: 1; E: 1; F: 1; G: -10; H: 0; I: -3; J: -4.4

21. O=C(O)CCCNC1=NCCC1
  A: 0; B: 1; C: 2; D: 4; E: 1; F: 4; G: -2; H: 6; I: 4; J: 0.8

22. CN(C(=O)COC(=O)c1ccc(Br)c(S(=O)(=O)N2CCOCC2)c1)C1CCCCC1
  A: 1; B: 3; C: -3; D: 0; E: -4; F: -2; G: -4; H: 1; I: 0; J: -0.8

23. COc1ccc(CNC(=O)C/C(C)=N/NC(=O)Cc2ccc(OC)cc2)cc1
  A: -3; B: 2; C: 4; D: -6; E: -2; F: -4; G: 8; H: -2; I: 7; J: 0.2

24. Cc1ccc(Cl)c(OCC(=O)NCC(c2cccs2)N2CCOCC2)c1 (stereo unspecified)
  A: -4; B: -4; C: 2; D: -5; E: -6; F: 2; G: 1; H: 3; I: -1; J: 0.3

25. Nc1ncncc1-c1ccc(F)cc1
  A: 3; B: -1; C: 1; D: 3; E: 3; F: -6; G: 9; H: -11; I: 0; J: -0.8

26. COC(=O)[C@]12CCCCC=C1N(Cc1ccccc1)C(=O)[C@H](CC(=O)N1CCN(C(=O)c3ccco3)CC1)C2
  A: /; B: 2; C: 0; D: -1; E: 0; F: -3; G: 6; H: -2; I: -1; J: -1.7

27. CC(=O)Nc1ccc(N2C(=O)C3C4C=CC(CC4)C3C2=O)cc1 (stereo unspecified)
  A: 4; B: -3; C: 0; D: 0; E: 4; F: -1; G: 1; H: -2; I: -1; J: 0.7

28. CCCn1c(SCC(=O)NCCCN2CCCC2=O)nc2ccccc2c1=O
  A: 9; B: -2; C: -3; D: -2; E: 2; F: 4; G: 6; H: 5; I: -1; J: -1.8

29. COc1ccccc1-n1c(SCC(N)=O)nnc1-c1ccccc1
  A: 1; B: -3; C: 4; D: -8; E: 3; F: 1; G: 3; H: -4; I: 3; J: 0.8

30. Cc1ccccc1C(=O)NC1CCN(CC(=O)NC2CCCCC2)CC1
  A: 1; B: 1; C: -3; D: -2; E: 3; F: 2; G: 6; H: -6; I: -1; J: -1.1

31. CCc1nnc(NC(=O)c2cccc(S(=O)(=O)N3CC(c4ccccc4)CC3=O)c2)s1 (stereo unspecified)
  A: 1; B: 7; C: 1; D: 9; E: 2; F: -2; G: 0; H: 9; I: 0; J: -0.6

32. Cc1ccc(CNC(=O)C(NS(=O)(=O)c2cccs2)C(C)C)cc1 (stereo unspecified)
  A: 2; B: 0; C: -2; D: 1; E: 1; F: -3; G: -5; H: 1; I: 1; J: -1.3

33. Cc1ccc(CN2CCN(CC(=O)N3CCC(C(N)=O)CC3)C2=O)cc1
  A: 7; B: 0; C: -3; D: -6; E: -2; F: 5; G: 4; H: 7; I: 2; J: -0.9

34. COc1ccc(OCC(O)CNC(=O)Nc2cc(F)ccc2C)cc1 (stereo unspecified)
  A: -1; B: -3; C: -3; D: 3; E: 2; F: -3; G: 4; H: -5; I: -1; J: -1.5

35. CC(=O)c1c(C)nn(CC(=O)NC2CCCN(Cc3ccc(CC(C)C)cc3)C2)c1C (stereo unspecified)
  A: 3; B: -9; C: -3; D: -2; E: 2; F: 1; G: -4; H: 5; I: -4; J: -1.0

36. COc1ccc(C)c2sc(NC(=O)c3cccc(N4C(=O)CCC4=O)c3)nc12
  A: -1; B: 3; C: 2; D: 8; E: -4; F: 3; G: -2; H: 0; I: 1; J: -1.7

37. O=C(c1cccc2c1C(=O)N(Cc1cccnc1)C2)N1CCN(c2ccccc2)CC1
  A: 5; B: -7; C: -2; D: -2; E: 0; F: -1; G: 8; H: 2; I: 0; J: 1.3

38. O=C(/C=C/Nc1ccc(F)c(Cl)c1)c1ccccc1
  A: -19; B: 9; C: -3; D: 4; E: 2; F: 4; G: -1; H: 0; I: 10; J: -0.5

39. CN(C)C(=O)CCc1ccc2c3c([nH]c2c1)[C@]1(C)[C@@H](C(=O)N2CCCCC2)C[C@H](CC(=O)NCC24CC5CC(CC(C5)C2)C4)C(=O)N1CC3
  A: -7; B: 7; C: 5; D: -2; E: 6; F: -4; G: -11; H: -9; I: 3; J: -1.6

40. CC(C)[C@H](NC(=O)[C@@H]1Cc2ccccc2CN1C(=O)OC(C)(C)C)C(=O)NC1CCCC1
  A: 6; B: -6; C: 4; D: 3; E: 1; F: -2; G: 5; H: 0; I: -3; J: -2.4

41. C[C@@H]1CN([C@@H](C)CO)C(=O)c2cc(NC(=O)Nc3ccc4c(c3)OCO4)ccc2O[C@@H](C)CCCCO[C@@H]1CN(C)CC1CCCCC1
  A: /; B: 11; C: 2; D: 5; E: -3; F: -3; G: 16; H: 9; I: -2; J: -0.3

Only part of the results is shown (hit frequency here may not be typical).
